GLP1R cytotox: cytotoxic in the GLP-1 receptor inverse agonist counter-screen. HEK293 cAMP-luciferase reporter cells, luminescence, 24 h. actives 0.13% (n = 410,000). Potency, µM (doses to about 38.3 µM), inactives show at the highest dose activity change, negative = inhibition, hits mostly inhibitors. AID 624418;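 also: loss of luciferase light is scored as toxicity; potency is read from the fitted curve at half-maximal effect; % is scaled to controls: 0 for no effect and ±100 for the full control effect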
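Step one: seed cells (200 cells/uL, DMEM with 10% Nu serum, 1% pen-strep). Step two: 12-hour incubation at 37 deg C. Step three: pin 23 nL compound, incubate 24 hr. Step four: add luciferase reagent, read luminescence 12 min later.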
Abeta rescue: restores growth of yeast expressing A-beta42 peptide. AID 1347071. yeast expressing A-beta42, growth rescue, OD600, 48 h; response scale: 0% DMSO, 100% iron-clioquinol control. Potency, µM (titrated, usually from 46.1 µM), for inactives: top-dose growth rescue, actives largely listed as activators. actives 0.063% (n = 410,000); also: potency is read from the fitted curve at half-maximal effect; nearly all actives have a fitted effect of over 55% in size
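Yeast A-beta toxicity model in growth medium with pinned compounds, 48 h at 30 C; growth read as absorbance at 600 nm. Normalized to FeCl3/clioquinol equimolar mix (positive) and DMSO (negative).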
PTHR1 ag: agonists of human PTHR1 parathyroid hormone receptor | Q03431 | HEK293 GP2 PTHR1 cells, GloSensor cAMP luminescence, 1 h | actives 0.075% (n = 410,000) | Potency, µM (top dose mostly 115 µM), without a hit: at the top dose activation, actives largely listed as activators | AID 743266; also: potency is read from the fitted curve at half-maximal effect; nearly all actives have a fitted effect of over 55% in size; some results filed as inactive show a strong effect at the top dose; inactives centre near -15; many of its hits are not listed in these tables
Target sequence (Q03431 whole entry, looked up): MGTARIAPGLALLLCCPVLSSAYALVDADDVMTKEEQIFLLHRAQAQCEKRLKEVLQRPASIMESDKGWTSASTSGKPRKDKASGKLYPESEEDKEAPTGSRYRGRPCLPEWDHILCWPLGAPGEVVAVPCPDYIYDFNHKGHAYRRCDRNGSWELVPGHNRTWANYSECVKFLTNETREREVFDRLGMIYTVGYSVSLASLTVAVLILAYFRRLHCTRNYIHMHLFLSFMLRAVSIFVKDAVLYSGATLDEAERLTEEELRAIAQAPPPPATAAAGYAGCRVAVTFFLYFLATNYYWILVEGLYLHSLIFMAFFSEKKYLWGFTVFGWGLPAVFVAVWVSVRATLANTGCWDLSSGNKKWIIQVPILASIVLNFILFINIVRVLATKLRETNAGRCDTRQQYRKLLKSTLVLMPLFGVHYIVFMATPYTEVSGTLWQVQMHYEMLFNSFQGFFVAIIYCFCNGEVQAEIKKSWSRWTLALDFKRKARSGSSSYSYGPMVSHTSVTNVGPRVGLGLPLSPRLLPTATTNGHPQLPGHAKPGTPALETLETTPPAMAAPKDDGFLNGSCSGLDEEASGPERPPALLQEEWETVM
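HEK-293-derived GP2 cells expressing PTHR1 and a GloSensor cAMP reporter, 3,000/well, plated overnight, given luciferin plus IBMX (each 0.5 mM as added) for 1 h at 37 °C, then compound for 1 h at 37 °C. Luminescence was read after 15 min at room temperature.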
pAkt inh: Akt phosphorylation inhibition; Neuro2A IGF-stimulated pAkt S473 HTRF, 20 min; hits give low values; activity change, % for hits at 50 µM; actives 0.32% (n = 360,000); in the data active = activity change below about -80%; inconclusive = mostly about -51% to -80%; also: % is scaled to controls: 0 for no effect and ±100 for the full control effect
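Neuro2A cells (4,500/well, DMEM with 0.5% FBS) were treated with compound at a single 50 µM final concentration, stimulated with 6 nM IGF for 20 min at 37 °C, and lysed. Phospho-Akt Ser473 was read by HTRF as 665/615 ratio ×10^4.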
MmCpn inh: M. maripaludis TRiC chaperonin inhibition; purified Mm-Cpn ATPase, ADP Transcreener TR-FRET; actives 0.031% (n = 330,000); Potency, µM (titrated, usually from 76.9 µM), inactives show at the highest dose activity, negative = inhibition, hits mostly inhibitors; also: potency is read from the fitted curve at half-maximal effect; % is scaled to controls: 0 for no effect and ±100 for the full control effect; nearly all actives have a fitted effect of over 80% in size
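ATP (10 uM final) was added to archaeal chaperonin (25 nM final) after 10 min exposure to test compound at 37°C; after 30 min further incubation, ADP was detected by competitive TR-FRET.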
FUS yeast rescue: rescues growth of FUS-expressing yeast; S. cerevisiae FUS-expressing, growth rescue, OD600, 24 h; Potency, µM (series often up to 76.6 µM), inactives show at the highest dose growth rescue (activation), most hits filed as activators; actives 0.24% (n = 390,000);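 also: potency is read from the fitted curve at half-maximal effect; plate controls were DMSO vehicle for no effect and reference control for full effect; nearly all actives have a fitted effect of over 55% in size; some results filed as inactive show a strong effect at the top dose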
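Yeast expressing FUS under galactose induction, OD 0.005 in 2% galactose medium; compounds in a dilution series, 24 h at 30C. Growth rescue by absorbance at 600 nm; CP55940 positive control, DMSO negative.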
aSyn rescue: inhibitors of alpha-synuclein toxicity in yeast | actives 0.14% (n = 370,000) | Yeast expressing alpha-synuclein, growth rescue, BacTiter-Glo, 24 h | Potency, µM (titrated, usually from 46.1 µM), without a hit: top-dose growth rescue (activation), hits mostly activators; also: potency is read from the fitted curve at half-maximal effect; % of control where 0% means no effect; nearly all actives have a fitted effect of over 65% in size
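Readout is rescue of growth in alpha-synuclein-expressing yeast, so inhibitors of toxicity appear as activators. Growth after 24 hr at 30 deg C in galactose medium is quantified by luminescence.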
GLP-1R inv ag: inverse agonists of human GLP-1 receptor. actives 1.6% (n = 410,000). Potency, µM (highest dose often 38.3 µM), for inactives: at the highest dose activity change, negative = inhibition, usual class: inhibitors. HEK293 GLP-1R CRE-luciferase, luminescence, 24 h; GLP-1R form is constitutively active. P43220. AID 624417; also: potency is read from the fitted curve at half-maximal effect; % is scaled to controls: 0 for no effect and ±100 for the full control effect; nearly all actives have a fitted effect of over 55% in size
Target sequence (P43220 whole entry, looked up): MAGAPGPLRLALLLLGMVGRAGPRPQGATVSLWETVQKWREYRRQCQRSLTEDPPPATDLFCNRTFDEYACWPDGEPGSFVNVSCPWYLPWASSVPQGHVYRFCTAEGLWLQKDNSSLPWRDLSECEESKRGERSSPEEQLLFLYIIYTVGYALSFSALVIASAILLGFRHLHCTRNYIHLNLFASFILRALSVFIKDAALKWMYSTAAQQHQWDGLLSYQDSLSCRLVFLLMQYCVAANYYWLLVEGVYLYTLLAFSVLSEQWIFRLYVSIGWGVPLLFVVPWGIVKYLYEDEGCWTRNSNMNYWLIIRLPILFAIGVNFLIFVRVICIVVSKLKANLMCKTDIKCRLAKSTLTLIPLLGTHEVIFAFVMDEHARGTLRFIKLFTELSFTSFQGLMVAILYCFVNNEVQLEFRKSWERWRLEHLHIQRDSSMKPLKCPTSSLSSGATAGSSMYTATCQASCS
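Cells are plated, allowed 12 hours at 37 deg C, then treated with compounds for 24 hr before luciferase detection reagent is added and luminescence is read after 12 min at room temperature. The HEK293 line carries constitutively active GLP-1R with a cAMP-responsive reporter.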
TDP43 rescue: TDP-43 toxicity inhibition in yeast. TDP-43 expressing yeast growth rescue, BacTiter-Glo, 24 h. actives 1.8% (n = 410,000). AID 652104. Potency, µM (top dose mostly 46.1 µM), for the others: top-dose growth rescue (activation), usual class: activators; also: potency is read from the fitted curve at half-maximal effect; % of control where 0% means no effect; nearly all actives have a fitted effect of over 50% in size
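Readout is BacTiter-Glo luminescence of cell growth, so inhibitors register as activators. TDP-43-expressing yeast at OD600=0.02 in galactose medium, after raffinose pregrowth to mid-log, were incubated with compound for 24 hr at 30 deg C.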
* marks the source's active call; other numbers are inactive results; [ ] = remark or other dose. Unless noted, calls follow the shape of the dose curve; as a rule, active = well fitted curve in the direction sought with a large enough effect; inconclusive = small, poorly fitted or top-dose-only effect, or another doubt; inactive = no such curve, though single readings can be large; an effect the other way counts as inactive or inconclusive. Some of the compounds tested (hit frequency here may not be typical).

Screening COc1ccc(CCC(=O)Nc2cnc3ccccc3c2)cc1 returned GLP1R cytotox -5%, Abeta rescue 7%, PTHR1 ag -25%, pAkt inh inactive, MmCpn inh 2%, FUS yeast rescue 10%, aSyn rescue -3%, GLP-1R inv ag 0% and TDP43 rescue 0%.
Screening CCN1C(=O)[C@@H]2[C@H](C1=O)[C@@H]1C(=O)Nc3ccccc3C(=O)N1[C@@H]2c1cccc(OC)c1 returned GLP1R cytotox 5%, Abeta rescue 4%, PTHR1 ag -30%[inhibitor], pAkt inh inactive, MmCpn inh -1%, FUS yeast rescue -25%, aSyn rescue 2%, GLP-1R inv ag 12% and TDP43 rescue 20%.
COC(=O)NNC(=S)NCc1ccccc1 was read as GLP1R cytotox -1%, Abeta rescue -5%, PTHR1 ag inactive, pAkt inh inactive, MmCpn inh 2%, aSyn rescue -7%, GLP-1R inv ag 1% and TDP43 rescue -12%.
`Cc1ccc(S(=O)(=O)N(Cc2nc(-c3ccc(Cl)cc3)no2)C2CCCCC2)cc1` gave GLP1R cytotox 4%, Abeta rescue 0%, PTHR1 ag inactive, FUS yeast rescue -7%, GLP-1R inv ag 10µM* and TDP43 rescue 7%.
O=C(Nc1ccc2c(c1)OCCO2)C1CCCC1 was read as GLP1R cytotox 2%, Abeta rescue 4%, PTHR1 ag -38%[inhibitor], pAkt inh inactive, MmCpn inh -4%, FUS yeast rescue -2%, aSyn rescue 4%, GLP-1R inv ag inconclusive and TDP43 rescue 2%.
Screening COc1ccccc1-c1noc(-c2ccccc2C(=O)Nc2cccnc2)n1 returned GLP1R cytotox -6%, Abeta rescue inconclusive, PTHR1 ag -7%[57.5 µM], pAkt inh inactive, MmCpn inh -6%, FUS yeast rescue 11%, aSyn rescue -6%, GLP-1R inv ag 27% and TDP43 rescue -10%.
Screening CCCNC(=O)NC(=O)CSc1nnc(-c2ccncc2)n1CC returned GLP1R cytotox -7%, Abeta rescue 28%, PTHR1 ag -10%[57.5 µM], pAkt inh inactive, MmCpn inh -3%, FUS yeast rescue 5%, aSyn rescue 2%, GLP-1R inv ag 6% and TDP43 rescue -13%.
For CCN(C1CCCCC1)S(=O)(=O)c1cc(C)ccc1OC the results were GLP1R cytotox -8%, Abeta rescue -26%, PTHR1 ag inactive, pAkt inh inactive, MmCpn inh 2%, FUS yeast rescue 16%, aSyn rescue 21%, GLP-1R inv ag inconclusive and TDP43 rescue 19%.
Screening O=C(N/C(=C/c1ccccc1Cl)C(=O)N1CCOCC1)c1ccccc1 returned GLP1R cytotox -14%, Abeta rescue -5%, PTHR1 ag inactive, pAkt inh inactive, MmCpn inh 2%, FUS yeast rescue 6%, aSyn rescue -2%, GLP-1R inv ag -7% and TDP43 rescue 19%.
For Cc1ccc(NC(=S)Nc2cc(C(=O)O)ccc2N2CC3CC(C2)c2cccc(=O)n2C3)cc1C (configuration not stated) the results were GLP1R cytotox inconclusive, Abeta rescue inconclusive, PTHR1 ag inactive, pAkt inh inactive, MmCpn inh 1%, FUS yeast rescue inconclusive, aSyn rescue -1%, GLP-1R inv ag inconclusive and TDP43 rescue 0%[0.397 µM].
`COc1ccc(-c2cc3ccc(O)c(CN4CCCC4)c3oc2=O)cc1` gave Abeta rescue -11%, PTHR1 ag inactive, FUS yeast rescue 15%, GLP-1R inv ag 1% and TDP43 rescue 21%.
Clc1nnc(Cl)c2c1ncn2Cc1ccccc1 was read as GLP1R cytotox 28%, Abeta rescue -9%, PTHR1 ag inactive, pAkt inh inactive, MmCpn inh 0%, FUS yeast rescue -25%, aSyn rescue -3%, GLP-1R inv ag 3% and TDP43 rescue 12%.
Screening Cc1nc(NC(C)C)c2oc3ccccc3c2n1 returned GLP1R cytotox 2%, Abeta rescue -19%, PTHR1 ag -19%[57.5 µM], pAkt inh inactive, MmCpn inh 2%, FUS yeast rescue -19%, aSyn rescue 0%, GLP-1R inv ag -2% and TDP43 rescue 19%.
`COc1ccc(CN(Cc2ccccn2)S(=O)(=O)c2ccc(-n3cnnn3)cc2)cc1` gave GLP1R cytotox -14%, Abeta rescue 23%, PTHR1 ag -72%[inhibitor], pAkt inh inactive, MmCpn inh -11%, FUS yeast rescue 19%, aSyn rescue 1%, GLP-1R inv ag -25% and TDP43 rescue 22%.
For COc1ccccc1CNC(=O)CC(NS(=O)(=O)c1ccc(C)cc1)c1ccco1 (configuration not stated) the results were GLP1R cytotox -7%, Abeta rescue 13%, PTHR1 ag inactive, pAkt inh inactive, MmCpn inh -2%, FUS yeast rescue -9%, aSyn rescue 3%, GLP-1R inv ag -19% and TDP43 rescue -5%.
CCc1ccc(N(CC)C(=O)c2sc3nc4n(c(=O)c3c2C)CCCC4)cc1 was read as GLP1R cytotox -2%, Abeta rescue -11%, PTHR1 ag -17%, FUS yeast rescue 18%, GLP-1R inv ag inconclusive and TDP43 rescue 17%.
CC(C)NC(=O)CSc1nc(N)c(NC(=O)c2ccco2)c(=O)[nH]1 was read as GLP1R cytotox 0%, Abeta rescue -4%, PTHR1 ag -4%, pAkt inh inactive, MmCpn inh 0%, FUS yeast rescue 6%, aSyn rescue 4%, GLP-1R inv ag 19% and TDP43 rescue -1%.
`Cc1ccc(S(=O)(=O)c2nc(-c3cccc(Cl)c3)oc2NCc2ccccc2)cc1` gave GLP1R cytotox 4%, Abeta rescue -12%, PTHR1 ag -66%[inhibitor], FUS yeast rescue 25%, GLP-1R inv ag inconclusive and TDP43 rescue -16%.
CCN(C)C1CN(Cc2cn(Cc3cccc(Cl)c3)nn2)S(=O)(=O)C1 (configuration not stated) was read as GLP1R cytotox 1%, Abeta rescue -7%, PTHR1 ag -10%, pAkt inh inactive, FUS yeast rescue 3%, aSyn rescue -11%, GLP-1R inv ag 9% and TDP43 rescue 13%.
Screening CCCC(c1nnnn1CC1CCCO1)N1CCN(c2ccccc2)CC1 (configuration not stated) returned GLP1R cytotox 1%, Abeta rescue 5%, PTHR1 ag inactive, pAkt inh inactive, MmCpn inh -3%, FUS yeast rescue 0%, aSyn rescue -1%, GLP-1R inv ag 5% and TDP43 rescue 6%.
For CC(Oc1ccccc1Cl)C(=O)N1CCOCC1 (configuration not stated) the results were GLP1R cytotox -3%, Abeta rescue -6%, PTHR1 ag inactive, pAkt inh inactive, MmCpn inh 0%, FUS yeast rescue 16%, aSyn rescue -8%, GLP-1R inv ag 29% and TDP43 rescue -6%.
CCC(C(=O)Nc1ccc(C)cc1)c1ccccc1 (configuration not stated) was read as GLP1R cytotox -8%, Abeta rescue -10%, PTHR1 ag inactive, pAkt inh inactive, MmCpn inh 2%, FUS yeast rescue -8%, aSyn rescue -1%, GLP-1R inv ag inconclusive and TDP43 rescue 18%[9.22 µM].
`O=C(N/N=C/c1ccccn1)c1ccc(NC(=O)c2ccccc2Cl)cc1` gave GLP1R cytotox 9%, Abeta rescue 5%, PTHR1 ag -13%, pAkt inh inactive, MmCpn inh 1%, FUS yeast rescue inconclusive, aSyn rescue 1%, GLP-1R inv ag -13% and TDP43 rescue -8%.
Screening Cc1ccc(N(Cc2ccc(C(=O)NC3CCCCC3)cc2)S(C)(=O)=O)cc1C returned GLP1R cytotox -1%, Abeta rescue -10%, PTHR1 ag -19%[57.5 µM], pAkt inh inactive, MmCpn inh 1%, FUS yeast rescue 19%, aSyn rescue 0%, GLP-1R inv ag -5% and TDP43 rescue -25%.
Screening CC(=O)Nc1cc(C)c(S(C)(=O)=O)c(C)c1 returned GLP1R cytotox -23%, Abeta rescue 10%, PTHR1 ag -19%, pAkt inh inactive, MmCpn inh 0%, aSyn rescue 3%, GLP-1R inv ag 1% and TDP43 rescue 5%.
`CC1=C(C(=O)Nc2ccc(C)c(C)c2)C2(CCCCCC2)OC1=O` gave GLP1R cytotox -10%, Abeta rescue -4%, PTHR1 ag -26%, FUS yeast rescue 10%, GLP-1R inv ag inconclusive and TDP43 rescue 5%.
CCN(CC)CC(=O)Nc1cccc2c1C(=O)c1ccccc1C2=O was read as GLP1R cytotox 3%, Abeta rescue -4%, PTHR1 ag -37%[inhibitor], pAkt inh inactive, MmCpn inh 2%, FUS yeast rescue 1%, aSyn rescue 1%, GLP-1R inv ag 9% and TDP43 rescue 22%.
Screening OCCN(CCO)c1ncnc2c1oc1ccc(Br)cc12 returned GLP1R cytotox 13%, Abeta rescue inconclusive, PTHR1 ag -32%[inhibitor], pAkt inh inactive, MmCpn inh 1%, FUS yeast rescue 22%, aSyn rescue -1%, GLP-1R inv ag 97%[activator] and TDP43 rescue -21%.
For COCCn1c(SCC(=O)OCc2ccccc2)nc2c1c(=O)[nH]c(=O)n2C the results were GLP1R cytotox 3%, Abeta rescue -4%, PTHR1 ag -25%, pAkt inh inactive, MmCpn inh 0%, FUS yeast rescue -14%, aSyn rescue 6%, GLP-1R inv ag 6% and TDP43 rescue 4%.

Screening data: PubChem, National Center for Advancing Translational Sciences (NCATS)
